# Compound activity from PubChem.
# NPC1 prom act = qHTS Assay for NPC1 Promoter Activators; AID 485313, 2010; 320,000 tested, 2.4% active; Huh7 NPC1 promoter luciferase reporter, 24 h; Potency, µM (series often up to 9.22 µM), without a hit: top-dose activation, most hits filed as activators;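 also: % of control where 0% means no effect; nearly all actives have a fitted effect of over 60% in size; reporter is driven by a mutant NPC1 promoter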
#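 Stably transfected Huh7 (NPC1 promoter→luciferase), 1500 cells/well in Opti-MEM + 10% FBS, 2 h settle, then compound 24 h at 37 °C. Luminescence after 10 min with Amplite reagent.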
# uPA surface inh = qHTS for Inhibitors of Cell Surface uPA Generation; cell surface uPA generation assay, qHTS; Potency, µM (top dose mostly 38.3 µM), for the others: at the top dose activity change, negative = inhibition, usual class: inhibitors; 330,000 tested, 0.31% active; active = well fitted inhibition curve with a large enough effect; inconclusive = small, poorly fitted or top-dose-only effect; inactive = no such curve, though single readings can be large or run the other way; tested in mouse RAW 264.7 cells; also: % is scaled to controls: 0 for no effect and ±100 for the full control effect; nearly all actives have a fitted effect of over 55% in size
# FLuc modulator = qHTS profiling assay for firefly luciferase inhibitor/activator using purifed enzyme and Km concentrations of substrates (counterscreen for miR-21 project) | Luciferin 4-monooxygenase (Photinus pyralis), P08659 | purified FLuc, Km substrates, luminescence inhibition | Potency, µM (highest dose often 57.5 µM), inactives show at the top dose activity change, negative = inhibition, hits mostly inhibitors | 360,000 tested, 6.9% active;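 also: plate controls were vehicle for no effect and reference inhibitor for full effect; nearly all actives have a fitted effect of over 55% in size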
# Target sequence (P08659 whole entry, looked up): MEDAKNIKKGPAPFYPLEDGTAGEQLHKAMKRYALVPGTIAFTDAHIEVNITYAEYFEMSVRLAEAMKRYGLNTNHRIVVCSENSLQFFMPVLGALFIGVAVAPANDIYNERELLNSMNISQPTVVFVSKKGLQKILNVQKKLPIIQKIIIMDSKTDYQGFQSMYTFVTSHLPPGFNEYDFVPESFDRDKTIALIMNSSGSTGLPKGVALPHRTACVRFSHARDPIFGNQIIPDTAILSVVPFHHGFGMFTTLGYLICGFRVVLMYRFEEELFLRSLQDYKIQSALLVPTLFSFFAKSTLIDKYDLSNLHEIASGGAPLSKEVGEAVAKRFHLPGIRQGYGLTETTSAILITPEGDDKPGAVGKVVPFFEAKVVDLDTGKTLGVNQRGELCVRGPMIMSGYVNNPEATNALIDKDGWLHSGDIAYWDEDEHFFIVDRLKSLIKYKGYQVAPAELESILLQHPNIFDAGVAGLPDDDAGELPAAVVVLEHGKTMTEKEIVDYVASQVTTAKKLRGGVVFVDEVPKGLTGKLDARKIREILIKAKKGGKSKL
#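 Purified P. pyralis luciferase, 10 nM final, with Km-level 10 uM D-luciferin and 10 uM ATP in 50 mM Tris acetate pH 7.5, 10 mM Mg acetate, 0.01% Tween-20, 0.05% BSA; 6-point qHTS titration about 60 µM downward; luminescence read.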
# VP16 counter = VP16 counterscreen qHTS for inhibitors of ROR gamma transcriptional activity; Potency, µM (top dose mostly 53.6 µM), inactives show at the top dose activity, negative = inhibition, actives largely listed as inhibitors; AID 2546, 2010; 310,000 tested, 3.5% active; Drosophila S2 Gal4-VP16 UAS-luciferase, luminescence, 20 h;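 also: Gal4-VP16 expression switched on by copper sulfate through the metallothionein promoter; % is scaled to controls: 0 for no effect and ±100 for the full control effect; nearly all actives have a fitted effect of over 50% in size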
# Rab9 promoter act = qHTS Assay for Rab9 Promoter Activators; Potency, µM (top dose mostly 9.22 µM), inactives show at the top dose activation, negative = inhibition, usual class: activators; AID 485297, 2010; Huh7 Rab9 promoter-luciferase reporter, luminescence, 24 h; 320,000 tested, 2.8% active; also: % of control where 0% means no effect; nearly all actives have a fitted effect of over 60% in size
#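 Promoter activation is measured as luciferase luminescence in Huh7 cells stably transfected with a Rab9 promoter–luciferase construct, following 24 h compound exposure at 37 °C and 10 min reagent incubation at ambient temperature.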
# ELG1 genotoxic = qHTS screen for small molecules that induce genotoxicity in human embryonic kidney (HEK293T) cells expressing luciferase-tagged ELG1; HEK293T ELG1-luciferase reporter, luminescence, 16 h; Potency, µM (top dose mostly 46 µM), for the others: at the highest dose activity change, positive = activation, usual class: activators; 330,000 tested, 1.3% active; also: % of control where 0% means no effect; nearly all actives have a fitted effect of over 60% in size
#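 16 hr compound incubation (37 °C, 5% CO2) of HEK293T cells carrying luciferase-tagged ELG1; luciferase then measured by ONE-Glo luminescence after 30 min at RT.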
# BRCA1 expr act = qHTS Assay to Identify Small Molecule Activators of BRCA1 Expression; MCF7-BRCA1-FFLuc reporter, luminescence, 48 h; response scale: scaled: vehicle 0%, 10 µM genistein 100%; Potency, µM (titrated, usually from 46.1 µM), for inactives: at the highest dose activation, usual class: activators; 380,000 tested, 1.1% active; also: nearly all actives have a fitted effect of over 80% in size; some results filed as inactive show a strong effect at the top dose
#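 First, MCF7-BRCA1-FFLuc cells (2000/well) attach for 2 h; next, compounds are pin-added and incubated 48 h at 37 °C; finally, luciferase reagent is added and luminescence read after 15 min.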
# p53 reactivation = qHTS assay for re-activators of p53 using a Luc reporter | H1299 p53-A138V BP100-luciferase reporter, luminescence, 24 h | Potency, µM (doses to about 92.2 µM), inactives show at the top dose activity change, positive = activation, most hits filed as activators | 320,000 tested, 0.063% active; also: % of control where 0% means no effect; nearly all actives have a fitted effect of over 45% in size
#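 H1299 (p53-null), stable ts p53-A138V + BP100-Luc; 1000 cells/well, Opti-MEM/10% FBS; cpd 4 pt, 1:5; 24 h, 37 deg C, 5% CO2; detection reagent 10 min RT; luminescence.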
# RORg inh = qHTS for inhibitors of ROR gamma transcriptional activity | Nuclear receptor ROR-gamma (Mus musculus), P51450 | Drosophila S2 Gal4-RORgamma UAS-luciferase reporter, 20 h | Potency, µM (series often up to 53.6 µM), without a hit: top-dose activity change, negative = inhibition, usual class: inhibitors | 310,000 tested, 5.4% active | AID 2551, 2010; also: % is scaled to controls: 0 for no effect and ±100 for the full control effect; nearly all actives have a fitted effect of over 60% in size
#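 Read-out: Photinus luciferase luminescence; inhibitors lower reporter signal. Insect Schneider cells with Gal4-ROR gamma fusion under metallothionein promoter, UAS reporter; 700 uM final copper sulfate induction, 20 hr, ambient temperature.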
# MBNL1-CUG inh = qHTS Assay for Inhibitors of MBNL1-poly(CUG) RNA binding. Muscleblind-like protein 1 (Homo sapiens), Q9NR56. TR-FRET MBNL1-His/biotin-(CUG)12 binding, 665/545 ratio. Potency, µM (doses to about 57.5 µM), for the others: at the top dose activity change, negative = inhibition, most hits filed as inhibitors. 280,000 tested, 0.036% active. AID 2675, 2010; active = well fitted inhibition curve with a large enough effect in the signal ratio, with a control signal flat, not every such curve was filed as active; inconclusive = small, poorly fitted or top-dose-only effect, or effect the other way, or a change in a side signal; inactive = no such curve, though single readings can be large or run the other way; the % refers to the signal ratio; also: % is scaled to controls: 0 for no effect and ±100 for the full control effect
# Target sequence (Q9NR56 whole entry, looked up): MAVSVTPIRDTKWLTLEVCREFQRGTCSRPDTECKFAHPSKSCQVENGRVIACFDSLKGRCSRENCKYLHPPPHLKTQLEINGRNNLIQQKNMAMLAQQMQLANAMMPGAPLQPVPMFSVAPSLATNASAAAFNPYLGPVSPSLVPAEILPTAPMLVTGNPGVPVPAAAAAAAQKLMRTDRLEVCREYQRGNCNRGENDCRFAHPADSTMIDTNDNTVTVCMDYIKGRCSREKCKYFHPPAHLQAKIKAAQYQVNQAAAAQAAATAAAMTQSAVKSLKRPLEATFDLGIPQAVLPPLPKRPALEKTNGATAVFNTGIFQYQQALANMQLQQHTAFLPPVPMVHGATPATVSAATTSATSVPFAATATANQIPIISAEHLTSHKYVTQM
#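 Compounds (final 92 nM to 58 uM) are added to His-tagged MBNL1 and biotin-(CUG)12, then terbium anti-His antibody and streptavidin-XL665 (5 nM final). After 60 min at room temperature, the 665/545 nm ratio is read.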
# Starred values were filed as active, the others as inactive; ? = inconclusive; . = no result given; & = joins results of further samples; [ ] = dose if it differs, or a comment. Unless noted, calls follow the shape of the dose curve; as a rule, active = well fitted curve in the direction sought with a large enough effect; inconclusive = small, poorly fitted or top-dose-only effect, or another doubt; inactive = no such curve, though single readings can be large; an effect the other way counts as inactive or inconclusive. Potency is read from the fitted curve at half-maximal effect. This is a random part of the collection. About 13% of those tested had a hit in this group.
SMILES,NPC1 prom act,uPA surface inh,FLuc modulator,VP16 counter,Rab9 promoter act,ELG1 genotoxic,BRCA1 expr act,p53 reactivation,RORg inh,MBNL1-CUG inh
COC(=O)c1ccc(C(=O)OC)c(-n2c(=O)c3ccccc3c3ccccc3c2=O)c1,-2.5%,-7.4%,0.8%,?,-2.5%,?,-91.6%,4.8%,10µM*,-5.0%
COc1ccc(S(=O)(=O)N2CCC(C(=O)NCCC(=O)NC3CC3)CC2)cc1,-2.4%,-2.8%,2.8%,4.6%,0.2%,1.9%,-1.3%,10.9%,4.5%,-0.3%
COc1cccc(-c2nnc(NC(=O)Cc3cccs3)s2)c1,18.4%,3.7%,-15.6%,.,23.5%,29.1%,34.7%,19.8%,0.0%[0.365 µM],190.6%[activator]
CCc1nc(=O)c(-c2ccccc2)c(C)n1-c1ccccc1,2.2%,3.1%,-0.5%,1.9%,0.2%,-6.0%,0.3%,-0.4%,-12.9%,0.1%
Cc1cc(O)c2c(-c3ccccc3)cc(=O)oc2c1,7.7%,-7.0%,?,7.6%,-7.8%,-1.6%,-5.7%,-1.4%,?,?
CCS(=O)(=O)c1nn2c(N)c(/C=C3/C=CC(=O)C(OC)=C3)c(=O)nc2s1,5.8%,2.6%,?,-16.9%,-4.1%,1.1%,-11.8%,-4.0%,13.4%,.
CCC(C)c1ccccc1N=Cc1ccc2c(c1)OCO2 (stereo not given),-0.9%,-0.5%,-13.6%,6.0%,4.4%,-2.1%,3.5%,0.8%,-18.3%,-6.9%
CSc1ccc(S(=O)(=O)N2CCCC2)cc1,-3.6%,12.8%,2.1%,10.4%,1.3%,3.3%,-8.2%,-7.2%,11.9%,-0.3%
Cc1ccsc1C(=O)N(Cc1nnc(-c2ccccc2Cl)o1)C1CC1,6.0%,-0.4%,?,.,6.5%,-0.1%,13.1%,0.9%,.,.
COc1ccc(C(=O)OC(C)C(=O)NC(C)CCc2ccccc2)c(OC)c1 (stereo not given),0.1%,-1.7%,2.6%,2.1%,-2.4%,-4.8%,-25.3%,-6.6%,28.2%,-5.2%
Cc1cc(=O)c2ccccc2n1Cc1ccccc1,-12.0%,-2.4%,0.0%,-21.2%,-25.2%,-8.3%,-24.7%,9.2%,?,-7.2%
COc1ccc(N2C(=O)CC(NNc3ncc(Cl)cc3Cl)C2=O)cc1 (stereo not given),-2.0%,2.6%,0.6%,-6.5%,10.1%,-3.1%,-0.8%,-6.0%,?,16.2%
CCc1ccccc1NC(=O)CN1CCN(C(=O)CN2C(=O)NC3(CCCCC3C)C2=O)CC1 (stereo not given),1.5%,-2.6%,-2.5%,.,-1.2%,-2.1%,4.0%,4.6%,.,.
CS/C(=N\S(=O)(=O)c1cccs1)Nc1ccc(N2CCOCC2)cc1,-1.3%,15.6%,-8.7%,?,6.3%,-1.0%,-55.0%&9.6%,-5.1%,95.0%,2.9%
CC1CCN(c2ccc(NC(=O)c3cccnc3Cl)cc2)CC1,-6.3%,-10.6%,-3.9%,6.2%,-6.3%,2.0%,?,0.4%,35.5%,-3.6%
CC1CCC2CCCCC2N1C(=O)c1cc([N+](=O)[O-])cc([N+](=O)[O-])c1 (stereo not given),9.7%,1.5%,-1.8%,-22.1%,-6.1%,0.0%,-32.2%,-11.4%,-28.0%,?
O=C(N/N=C/c1ccc(-c2ccccc2[N+](=O)[O-])o1)[C@H]1C[C@@H]1c1ccccc1,-3.3%,-3.1%,-14.4%,11.2µM*,14.9%,-10.5%,-44.8%,-11.7%,?,?
Cc1ccc(NC(=O)C2CCCN(C(=O)c3ccc(Cl)cc3)C2)cc1 (stereo not given),2.1%,-0.2%,?,-18.4%,27.0%,0.7%,-5.8%,-10.4%,24.2%,-2.8%
CCC(C)c1ccccc1NC(=O)c1cccc(-n2cnnn2)c1 (stereo not given),.,-1.5%,.,.,.,-0.7%,-19.7%,-2.2%,.,.
CN(C)S(=O)(=O)n1cnc(-c2ccccc2)c1-c1ccccc1,-0.8%,5.5%,-1.2%,.,-3.2%,-0.8%,-27.5%,-13.0%,-24.0%[0.365 µM],8.2%
Cn1cc(CN2CCCCC2C(=O)Nc2ccc(-n3cccn3)cc2)cn1 (stereo not given),2.1%,3.6%,1.9%,5.7%,12.3%,-3.3%,-2.6%,-1.5%,1.1%,-4.1%
CCN(C(=O)CN1CCN(c2ccccc2)CC1)c1c(N)n(Cc2ccccc2)c(=O)[nH]c1=O,-0.3%,-3.1%,0.1%,-8.6%,9.0%,0.4%,22.8%,1.6%,-10.0%,0.7%
Cc1ccc(C)c(N(C(=O)CNC(=O)c2ccco2)C(C(=O)NC2CCCC2)c2ccncc2)c1 (stereo not given),-9.3%,-1.5%,0.5%,-10.7%,0.4%,-3.1%,-2.9%,3.4%,2.3%,-3.3%
Cc1ccc2nc(Cl)c3cc(C(=O)NCCCN4CCCC4)sc3c2c1,-9.5%,0.2%,-0.5%,-12.1%,-5.9%,0.4%,6.2%,6.4%,1.6%,-17.4%
O=C(Nc1ccccc1)c1ccc(=O)n(Cc2ccc(F)c(F)c2)c1,-5.2%,-5.3%,-1.6%,-5.4%,-3.0%,-4.2%,-2.1%,-1.5%,-0.5%,6.3%
CCCn1c(=O)c2ccccc2n2c(SC(C)C(N)=O)nnc12 (stereo not given),-4.2%,0.1%,-1.2%,13.2%,-2.5%,-6.4%,-24.0%,4.0%,?,-3.9%
Cc1ccc2nc(-c3ccncc3)[nH]c2c1,2.24µM*,-4.3%,8.49µM*,-5.6%,?,11.6µM*,2.82µM*,17.5%,-15.5%,5.0%
CC1CCN(C2=NC(=O)/C(=C/c3ccc(O)cc3)S2)CC1,3.3%,-7.2%,10.7µM*,?,1.1%,11.7%,22.4%,.,?,?
O=C(c1ccc(Cl)cc1)N1CCN(CCc2ccccn2)CC1,1.6%,3.4%,2.2%,-8.9%,-0.5%,-0.8%,6.4%,-4.7%,-9.5%,-2.8%
COc1ccccc1NC(=O)CCCC(=O)OCC(=O)c1ccc(F)cc1,-5.7%,-3.2%,-15.5%,-9.7%,-6.2%,-2.7%,7.2%,1.3%,-19.9%,-6.4%
Cc1ccc(F)c(CNC(=O)C2CCC(=O)N(CCN3CCOCC3)C2)c1F (stereo not given),-3.2%,1.1%,-0.3%,3.2%,1.4%,5.9%,3.2%,-6.1%,-9.4%,-1.6%
NC(=O)Cn1c(=O)n(CCC(=O)NCCSCc2ccccc2)c(=O)c2ccccc21,-5.4%,10.4%,0.2%,-24.0%,23.5%,-1.6%,7.9%,-1.2%,7.7%,.
Cc1cccc2c(C(=O)N3CCN(C(=O)c4ccco4)CC3)cc(-c3cccc(Br)c3)nc12,-4.6%,-9.9%,?,?,-8.2%,-12.9%,-71.1%,?,?,7.9%
Cc1ccc(/C=N/NC(=O)c2ccncc2)s1,0.5%,0.9%,?,?,5.9%,2.8%,5.5%,2.4%,7.08µM*,13.7%
CCOc1cccc2cc(C(=O)NCc3ccc(C)cc3)c(=N)oc12,-5.1%,-0.9%,15.1µM*,8.6%,-2.9%,2.6%,6.7%,19.4%,-11.9%,9.1%
CCn1c2c(c3cc(Br)ccc31)CCC/C2=N\O,.,.,4.0%,-9.1%,.,.,-10.8%,.,40.8%,167.2%[activator]
FC(F)(F)Oc1ccc(-c2cn3cccnc3n2)cc1,?,?,6.01µM*,1.0%,2.51µM*,?,?,10.6%,37.3%,35.0%[activator]
Cc1cccc(-c2nnc(SCc3ccccc3)o2)c1,?,0.1%,10.7µM*,-28.5%,?,?,?,36.5%,14.1µM*,-4.3%
CN1CCN(c2ccccc2NC(=O)C(Cc2ccccc2)n2cccc2)CC1 (stereo not given),-4.0%,-24.1%,3.4%,-6.1%,-2.8%,-4.4%,-20.4%,-10.4%,22.9%,-9.5%
CCN(CC)C(=O)Cn1cnc2sc(C(=O)N3CCN(Cc4ccc5c(c4)OCO5)CC3)c(C)c2c1=O,-1.4%,-1.9%,-6.9%,-3.6%,-5.4%,-10.0%,-26.1%,-3.0%,-2.6%,0.4%
CC(=O)N1CCN(c2ccc(NC(=O)c3cc4ccccc4o3)cc2)CC1,-0.5%,0.0%,?,20.8%,2.5%,-0.9%,64.6%,-2.5%,?,-2.4%

# 3 entries out of the list above, arranged by the number in uPA surface inh, smallest number first.
canonical_smiles | NPC1 prom act | uPA surface inh | Rab9 promoter act | BRCA1 expr act | p53 reactivation | MBNL1-CUG inh
CCN(CC)C(=O)Cn1cnc2sc(C(=O)N3CCN(Cc4ccc5c(c4)OCO5)CC3)c(C)c2c1=O | -1.4% | -1.9% | -5.4% | -26.1% | -3.0% | 0.4%
Cc1cccc(-c2nnc(SCc3ccccc3)o2)c1 | ? | 0.1% | ? | ? | 36.5% | -4.3%
Cc1ccc(/C=N/NC(=O)c2ccncc2)s1 | 0.5% | 0.9% | 5.9% | 5.5% | 2.4% | 13.7%
